# Compound activity (PubChem)
# Statin myotox sup – suppressors of simvastatin-induced myotoxicity in C2C12 myotubes; ATP luminescence, 48 h; scaled: DMSO 0, geranylgeraniol control 100; rescue of ATP level, % at 7.49 µM; 330,000 compounds, 0.78% hits; AID 602340;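 active means mean ATP rescue above about 67%, or every replicate alone reaching that limit, limit read from the data, passing the limit was not always enough; inconclusive means no clear call, values can overlap the other calls; inactive means mean under the limit and some replicate under it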;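 further: myotubes were challenged with 10 µM simvastatin during compound exposure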
# SIRT5 block – blocks human SIRT5 desuccinylation of peptide; Q9NXA8; Purified SirT5, succinyl-peptide AMC, trypsin-coupled fluorescence; inhibition, % at 15 µM; 330,000 compounds, 1.1% hits; in the data active means inhibition above about 15%; inconclusive means no clear call, values can overlap the other calls
# Target sequence (Q9NXA8 whole entry, looked up): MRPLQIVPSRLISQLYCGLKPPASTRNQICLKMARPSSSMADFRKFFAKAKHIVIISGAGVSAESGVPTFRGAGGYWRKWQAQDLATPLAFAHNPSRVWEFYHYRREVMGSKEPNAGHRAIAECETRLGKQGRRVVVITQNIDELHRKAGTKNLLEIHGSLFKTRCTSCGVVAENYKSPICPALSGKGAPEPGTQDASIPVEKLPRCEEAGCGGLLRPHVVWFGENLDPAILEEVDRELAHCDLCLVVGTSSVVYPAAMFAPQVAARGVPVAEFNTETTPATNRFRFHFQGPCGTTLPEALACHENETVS
# XiGFP reactiv – X-chromosome reactivation activator | XiGFP mouse fibroblasts, % GFP-positive cells imaging, 3 d; cells co-treated with 5-aza-dC sensitizer; scaled so ellipticine positive control = 100% | activation, % at 7.58 µM | 360,000 compounds, 0.055% hits | AID 743238;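 active means mean normalized replicate activation at least 10% and every replicate at or above 10%; inconclusive means only one of the two criteria met; inactive means mean below 10% and not all replicates reach 10%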;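 further: 0% = median of on-plate neutral control wells and 100% = ellipticine 6 µM median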
#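 Material: XiGFP fibroblasts, SV40-immortalized. Buffer or medium: DMEM plus 5-aza-dC sensitizer. Compound: single concentration per compound, delivered by pin transfer. Times: 3 days compound exposure. Controls: ellipticine 6 µM.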
# ERAP1 inh – inhibitors of human ERAP1 aminopeptidase; recombinant ERAP1, Leu-AMC fluorescence, 60 min; inhibition, % at 10.7 µM; 340,000 compounds, 0.15% hits; AID 652197; Q9NZ08;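 active means mean replicate inhibition of at least 30%, or all replicates individually reaching that 30% level; inactive means mean below 30% and not every replicate reaching it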;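 further: 0% = neutral control wells and 100% = L-leucinethiol positive control wells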
# S100A4 MyoIIA – S100A4-myosin IIA interaction inhibition. P26447. 360,000 compounds, 0.14% hits. inhibition, % at 10.7 µM. S100A4/TAMRA-MyoIIA peptide fluorescence polarization;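 active means mean inhibition of at least 70% across replicates, with every replicate also reaching that level; inconclusive means mean inhibition reaches 70% but some replicates fall short; inactive means mean inhibition below 70%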
# Target sequence (P26447 whole entry, looked up): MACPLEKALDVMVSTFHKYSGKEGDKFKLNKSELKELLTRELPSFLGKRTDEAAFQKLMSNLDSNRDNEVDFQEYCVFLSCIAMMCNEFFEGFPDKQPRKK
#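 Material: S100A4 monomer protein | Medium: HEPES pH 7.2 with CaCl2, KCl, NaCl, DTT, Triton | Reagent: Labelled myosin peptide probe, 5 nM | Doses: One dose per compound | Times: 5 min incubation before reading | Benchmarks: Neutral control DMSO, positive control TFP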
# Cneo AK release – causes C. neoformans cell lysis; 360,000 compounds, 0.2% hits; lysis activity, % at 15 µM; AID 651654; adenylate kinase release luminescence, 4 h; normalised: neutral wells 0, clomiphene wells 100;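 active means mean lysis activity across replicates of at least 80%, whatever share of replicates individually reach that level; inactive means mean lysis activity below 80%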
#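 Assay system: Cryptococcus neoformans yeast cells / Dosing: single-point compound dose / Timing: 4 h at 37 °C static, read 1 h later / Measured by: luminescence of released adenylate kinase using an AK detection reagent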
# LGR2 inh – Drosophila LGR2 receptor signaling inhibition; HEK293 LGR2, CRE-luciferase, bursicon-stimulated, 4 h; inhibition, % at 9.99 µM; 380,000 compounds, 0.35% hits; AID 720647;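 active means drop in luminescence signal, shown as inhibition above about 50% in the replicate tests, limit read from the data, passing the limit was not always enough; inconclusive means probably only some replicates passing the limit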;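 further: agonist challenge used bursicon conditioned medium at about half maximal strength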
# PGC1a acetyl inh – modulators of PGC1a acetylation | U2OS PGC1a acetylation, AlphaScreen anti-acetyl-lysine; with virally co-expressed GCN5 acetyltransferase | inhibition, % at 15.6 µM | 350,000 compounds, 0.17% hits;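 active means every replicate shows inhibition of at least 40%; inconclusive means mean inhibition at least 40% but some replicate below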;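 further: 0% = neutral control wells and 100% = positive control wells; some results beyond the cut were filed as inactive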
# The depositor's hits bear a star; ? = inconclusive; . = no result given; & = joins results of further samples.
SMILES,Statin myotox sup,SIRT5 block,XiGFP reactiv,ERAP1 inh,S100A4 MyoIIA,Cneo AK release,LGR2 inh,PGC1a acetyl inh
CC(=O)c1cccc(NC(=O)N2CCCC(C(=O)c3cc(F)ccc3F)C2)c1 (configuration not stated),.,-1,0.0,5,0,.,-19,-7
CCN1C/C(=N\S(=O)(=O)/N=C2\CN(CC)C(=O)N2CC)N(CC)C1=O,3,-16,-0.1,-1,4,0,-1,-14
Cc1cc(C)cc(N(CCC(=O)O)S(=O)(=O)c2ccc(Cl)cc2)c1,.,-1,-0.2,8,-2,.,2,.
COc1ccc(/C=N/NC(=O)CCSc2nc3ccccc3s2)cc1,.,-2,0.1,0,-6,.,-8,.
CCOC(=O)c1oc2ccccc2c1COC(=O)CNC(=O)c1ccco1,-11,3,-0.1,-3,-3,.,11,.
O=C(COC(=O)CCSc1ccccc1)NCc1ccccc1,4,2,0.0,-1,-1,1,.,.
O=C(Nc1cccn(Cc2ccccc2Cl)c1=O)NC1CCCCC1,.,-1,0.0,1,-4,.,1,.
O=CN1CCCN(C(=O)CC2C(=O)NCCN2Cc2cccc(Oc3ccccc3)c2)CC1 (configuration not stated),8,-3,0.0,1,-2,-2,17,-9
COc1ccc(CN(Cc2cc3cccc(C)c3n3nnnc23)C(=O)N2CCOCC2)cc1,.,6,0.0,2,3,.,-2,.
CC(=O)C1=C(O)C(=O)N(c2nccs2)C1c1ccc(F)cc1 (configuration not stated),3,4,0.3,6,-4,-2,32,46
COc1ccc(NC(=O)CCNS(=O)(=O)c2cccc3nonc23)c(OC)c1,-12,-15,-0.1,1,-1,-1,0,-1
Cn1cccc1CC(=O)N/N=C/C=C/c1ccco1,.,4,0.0,0,2,.,.,.
CN(C)c1nc(-c2ccc([N+](=O)[O-])cc2)cs1,22,.,.,.,.,1,-20,-11
Cc1ccccc1OCC(=O)NCCCNC(=O)c1ccccn1,-17,-5,0.3,-1,2,0,-9,-11
O=C(Nc1ccncc1)Nc1ccc(Br)cc1Cl,1,-4,0.0,-2,2,-6,3,.
O=C(C[C@H]1CC[C@H](NC(=O)C2CCC2)[C@@H](CO)O1)NC1CCC1,-2,-2,0.2,-2,11,3,6,-3
CC(C)C(NC(=O)c1ccccc1F)C(=O)NCCCn1ccnc1 (configuration not stated),1,1,0.0,-1,-13,-1,3,.
CC(C)NC(=O)N(C)C[C@H]1Oc2cc(C3=CCCCC3)ccc2S(=O)(=O)N([C@H](C)CO)C[C@H]1C,.,-4,-0.3,2,-18,-2,-22,-10
COc1ccc(CNC(=O)CCCN2C(=O)c3ccccc3C2=O)cc1,-5,-3,0.2,-4,0,-1,3,-10
COc1cc(CCC(=O)OCC(=O)N(CC(C)C)C2CCS(=O)(=O)C2)cc(OC)c1OC (configuration not stated),3,0,0.3,6,3,.,-1,.
Cc1cccc(NC(=O)C2CCN(S(=O)(=O)c3cccc4nsnc34)CC2)c1,-18,-4,0.1,-2,7,5,-10,3
CCc1cc(CNC(=O)c2ccc(OC3CCN(CCc4ccccc4)CC3)cc2)on1,1,2,0.0,-3,-4,-4,-16,-7
COc1ccc2c(c1)C(=O)N(c1ccccc1C)C(=O)C2(C)C,.,-10,0.1,0,-2,.,-2,.
CCNC(=O)Nc1ccc2c(c1)C(=O)N(C)[C@@H]1CC[C@H](CC(=O)NC3CCCCC3)O[C@@H]1CO2,-13,0,0.2,-3,5,-1,-3,-11
CC1(C)CC(=O)C(CO)=C(c2cccc3ccccc23)C1=O,1,.,2.0,1,-3,2,6,-12
# The listing continues:
SMILES,Statin myotox sup,SIRT5 block,XiGFP reactiv,ERAP1 inh,S100A4 MyoIIA,Cneo AK release,LGR2 inh,PGC1a acetyl inh
C[C@@H]1CN([C@@H](C)CO)C(=O)c2cc(NC(=O)c3ccccc3)ccc2O[C@@H](C)CCCCO[C@H]1CN(C)C(=O)Nc1ccccc1,.,0,-0.1,1,-5,-2,-6,-5
Cc1cccc(C(=O)c2cccc(C)c2)c1,.,-1,-0.1,-1,1,-4,-18,8
COC(=O)c1sccc1NC(=O)CC1C(=O)NCCN1C(=O)Nc1ccc(OCc2ccccc2)cc1 (configuration not stated),14,.,0.1,-2,-3,-1,-22,.
Cc1ccc(C)c(Nc2nc3nonc3nc2N2CCOCC2)c1,31,-2,.,1,1,1,6,18
O=C(NC(=S)NCc1ccco1)c1ccccc1[N+](=O)[O-],.,0,0.4,-3,0,-1,6,.
C[C@@H]1CCCCO[C@@H](CN(C)C)[C@H](C)CN([C@@H](C)CO)C(=O)c2cc(N(C)C)ccc2O1,.,-2,-0.4,2,2,.,-8,.
Cc1ccc2nc(Cl)c(C3CC(c4cccs4)=NN3S(C)(=O)=O)cc2c1 (configuration not stated),.,2,0.0,-1,2,.,-31,.
CCOCCCn1cnc2c3cc(F)ccc3n(C)c2c1=O,-11,-2,0.0,.,-2,-1,-16,-8
Cc1ncc(CSc2nccc(=O)[nH]2)c(CO)c1O,0,-8,0.1,-4,-6,1,10,-4
CCOc1ccccc1CNCC1CCCO1 (configuration not stated),-1,-5,0.1,-4,-1,-1,6,8
CCOc1cc(C(c2c(C)[nH][nH]c2=O)c2c(C)[nH][nH]c2=O)cc([N+](=O)[O-])c1O,-7,2,0.0,3,-6,-3,3,-2
C[C@@H]1CN([C@H](C)CO)C(=O)c2cc(NC(=O)Nc3ccc(F)cc3)ccc2O[C@@H](C)CCCCO[C@@H]1CN(C)Cc1ccc(C(=O)O)cc1,.,2,-0.4,-5,1,-1,15,2
C[C@H](CO)N1C[C@H](C)[C@H](CN(C)Cc2ccccc2)Oc2c(NC(=O)C3CC3)cccc2C1=O,3,-6,-0.1,0,-18,-3,-41,6
COC(=O)c1ccccc1NC(=O)NCCc1ccc(OC)c(OC)c1,.,0,0.0,-3,-4,.,-9,.
CC(C)(C(=O)N1CCC1(C)C(=O)NS(=O)(=O)c1ccccc1Cl)c1ccccc1 (configuration not stated),-14,-2,0.0,11,24,2,3,-5
O=C(CSc1ncn[nH]1)Nc1nc2c(F)c(F)c(F)cc2s1,3,.,0.1,0,-7,0,15,-3
COCCN(C(=O)COC(=O)c1cc(C)oc1C)c1c(N)n(Cc2ccccc2)c(=O)[nH]c1=O,1,-2,0.1,1,-23,-1,-9,-1
N#CC(C#N)=Cc1cc2ccccc2nc1N1CCCCC1,.,3,0.0,-3,8,.,-4,.
CCOC(=O)c1c(C)oc2cc(Sc3ccccc3)c(O)c(O)c12,13,2,0.1,.,-3,-1,.,2
N#C[C@H]1[C@@H](c2ccc(C3=CCCC3)cc2)[C@@H](CO)N1C(=O)C1CCOCC1,-13,-2,0.0,1,-5,31,-5,-5
Cc1ccc(S(=O)(=O)N2CCOCC2)cc1C(=O)OCC(=O)Nc1ccc(Cl)cn1,2,7,0.0,-2,-18,2,-6,-15
Cc1ccc(NC(=O)CCCn2nc(C)c3c(C)n(-c4ccccc4)nc3c2=O)c(Cl)c1,-5,-2,1.6,2,-3,5,13,-3
O=c1oc2ccccc2c2c1C(O)CO2 (configuration not stated),9,-4,0.1,-3,-3,0,-10,5
N/C(=N\OC(=O)c1cccc(F)c1)c1ccccc1,2,.,.,.,.,-5,7,13
Cn1cc([N+](=O)[O-])c(C(=O)Nc2nccs2)n1,.,-1,0.0,5,-4,.,2,.

# The last two entries of the section before lead into the next.
SMILES,Statin myotox sup,SIRT5 block,XiGFP reactiv,ERAP1 inh,S100A4 MyoIIA,Cneo AK release,LGR2 inh,PGC1a acetyl inh
N/C(=N\OC(=O)c1cccc(F)c1)c1ccccc1,2,.,.,.,.,-5,7,13
Cn1cc([N+](=O)[O-])c(C(=O)Nc2nccs2)n1,.,-1,0.0,5,-4,.,2,.
O=C(NCC1CC1)[C@H]1[C@H](CO)[C@H]2Cn3c(cccc3=O)[C@@H]1N2C(=O)c1cccnc1,-22,2,0.2,2,5,3,-1,.
Cc1ccc(Cn2c(C(C)Nc3nc(-c4ccc(Cl)c([N+](=O)[O-])c4)cs3)nc3cc(C(F)(F)F)ccc32)cc1 (configuration not stated),-12,.,0.0,0,-1,-2,.,.
CC(C)[C@H]1CN(C)CCN1Cc1cn(C)nc1-c1cccc(Cl)c1,3,-1,0.0,.,-9,-6,-7,5
Cc1ccc([C@@H]2[C@@H]3C(=O)N(C)C(=O)[C@@H]3[C@]3(Cc4ccccc4)C(=O)N(Cc4ccccn4)CC(=O)N23)o1,25,-1,0.1,-2,-8,3,3,1
O=C(Nc1ccc(Br)c(C(F)(F)F)c1)c1ccc(C(F)(F)F)cc1,.,-3,0.0,-2,-7,-3,8,-26
FC(F)(F)c1cc(N2CCOCC2)nc(-c2ccccc2)n1,3,-1,0.0,-4,2,1,.,5
NS(=O)(=O)OCCCCCc1ccccc1,37,.,0.1,-2,5,2,-10,.
C[C@@H]1CCCCO[C@H](CN(C)Cc2ccc(Cl)c(Cl)c2)[C@H](C)CN([C@@H](C)CO)C(=O)c2cc(NC(=O)Nc3ccc(F)cc3)ccc2O1,7,2,-0.1,5,0&17,1&-12,-6,?
Cc1cc(NC(=O)COC(=O)C2CCN(S(=O)(=O)c3ccccc3)CC2)c([N+](=O)[O-])cc1C,8,-1,0.0,-3,-2,0,-5,2
COc1ccc(NC(=O)Nc2ccc3c(c2)C(=O)N([C@H](C)CO)C[C@@H](C)[C@@H](CN(C)S(=O)(=O)c2ccccc2)OCCCC[C@H](C)O3)cc1,.,13,0.1,-2,-6,-9,2,11
O=C(c1cccnc1)N1CC2(C1)[C@@H](c1ccccc1)[C@H](CO)N2Cc1cccnc1,.,-13,0.1,-5,2,.,-14,-3
O=C(c1ccco1)N1CCN(C(=O)C2CCN(S(=O)(=O)c3cccs3)CC2)CC1,-9,.,.,.,.,-3,-1,-2
CN(C)S(=O)(=O)c1cc(NC(=O)CNCc2ccc(F)cc2)ccc1Cl,6,0,0.0,4,-3,-3,-3,1
O=S1(=O)CCO[C@H]2Cc3ccccc3[C@H]2N1Cc1cccc(Cl)c1,0,.,0.0,-8,-5,2,.,2
O=C(CSCc1c(Cl)cccc1Cl)Nc1ccccc1-c1ccccc1,21,-4,0.0,0,3,-1,-1,-17
CCC/C(C#CCCN1C(=O)c2ccccc2C1=O)=C1/c2ccccc2C(=O)N1c1ccccc1,8,0,0.0,0,-1,0,-5,-11
COc1ccc(NC(=O)c2[nH]ncc2[N+](=O)[O-])cc1,.,-1,0.0,2,5,.,-1,4
COc1ccc(NC(=O)N(C)C[C@@H]2OCCCC[C@@H](C)Oc3ccc(NC(=O)c4ccccc4)cc3C(=O)N([C@H](C)CO)C[C@H]2C)cc1,.,7,0.2,-3,13,-12,-7,-8
CC(Oc1ccc(C#N)cc1)C(=O)c1ccc(F)c(F)c1 (configuration not stated),-6,-2,0.0,-7,-5,0,.,.
COc1ccc(C(CC(=O)O)n2cnnn2)cc1 (configuration not stated),-9,-3,0.0,4,-1,.,8,6
Cc1ccc(C(=O)Nc2nc(-c3ccccn3)cs2)cc1S(=O)(=O)N1CCOCC1,-78,4,0.7,-1,18,2,13,10

# An excerpt; count on the stated rates, not on these rows.
